From PubChem BioAssay
PI5P4K alpha inh: blocks human PI5P4K alpha kinase activity. 330,000 compounds, 1.2% hits. PI5P4Kalpha enzyme, ADP-Glo luminescence, 60 min; hits give low values. max response, %; active = max response of -50% or lower; inconclusive = between -30% and -50%; inactive = -30% or higher; note: value at the top dose of about 77 µM; % is set by controls: 0 for no effect and ±100 for the full control effect
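Luminescence from ADP-Glo served as readout of PI5P4Kalpha activity in a qHTS format. Reaction: enzyme, substrate, compound, ATP at 5 microM final, 60 min at RT.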
D3 antag: D3 dopamine receptor (human) antagonism | P35462 | D3R cells, DiscoveRx beta-arrestin luminescence, antagonist mode; hits give low values | max response, negative = inhibition, % | 360,000 compounds, 2.5% hits; in the data active = max response below about -50%; inconclusive = no clear call, values can overlap the other calls; note: % is set by controls: 0 for no effect and ±100 for the full control effect; mostly tested at two doses, the higher about 12 µM
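Cells plated overnight at 1500 cells/well, then exposed to library compounds with dopamine controls for 90 minutes at 37 degrees C. DiscoveRx reagent added for 30–60 minutes at room temperature; luminescence read, quantitative HTS format.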
D3 ag: agonists of human D3 dopamine receptor; 410,000 compounds, 0.58% hits; D3R DiscoveRx beta-arrestin cells, luminescence, 90 min; P35462; max activation, %; in the data active = max activation above about 30%; note: 0% is about no effect; mostly tested at two doses, the higher about 12 µM
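Cells at 1500/well, incubated overnight, then treated with pinned compounds (dopamine as control) for 90 min at 37 degrees C. DiscoveRx reagent added for 30 - 60 minutes at room temperature; luminescence read.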
WRN inhibitor: inhibitors of human WRN helicase | Q14191 | WRN helicase unwinding, fluorescent forked duplex, kinetic | Potency, µM (series often up to 114 µM), without a hit: top-dose activity change, negative = inhibition, hits mostly inhibitors | 360,000 compounds, 0.46% hits; note: potency is the fitted concentration of half-maximal effect; % is set by controls: 0 for no effect and ±100 for the full control effect; nearly all actives have a fitted effect of over 55% in size
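Fluorescence dequenching readout, ex 525 nm/em 598 nm, kinetic mode: forked duplex DNA (100 nM final) with adjacent fluorophore and quencher unwound by WRN (20 nM final) with 2 mM ATP. Compound preincubation 15 min, room temperature.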
GLP1R inv ag: acts as inverse agonist at human GLP-1 receptor; P43220; 410,000 compounds, 1.6% hits; AID 624417; Potency, µM (highest dose often 38.3 µM), for inactives: top-dose activity change, negative = inhibition, usual class: inhibitors; HEK293 GLP-1R CRE-luciferase, luminescence, 24 h; GLP-1R form is constitutively active; note: potency is the fitted concentration of half-maximal effect; % is set by controls: 0 for no effect and ±100 for the full control effect; nearly all actives have a fitted effect of over 55% in size
Target sequence (P43220 whole entry, looked up): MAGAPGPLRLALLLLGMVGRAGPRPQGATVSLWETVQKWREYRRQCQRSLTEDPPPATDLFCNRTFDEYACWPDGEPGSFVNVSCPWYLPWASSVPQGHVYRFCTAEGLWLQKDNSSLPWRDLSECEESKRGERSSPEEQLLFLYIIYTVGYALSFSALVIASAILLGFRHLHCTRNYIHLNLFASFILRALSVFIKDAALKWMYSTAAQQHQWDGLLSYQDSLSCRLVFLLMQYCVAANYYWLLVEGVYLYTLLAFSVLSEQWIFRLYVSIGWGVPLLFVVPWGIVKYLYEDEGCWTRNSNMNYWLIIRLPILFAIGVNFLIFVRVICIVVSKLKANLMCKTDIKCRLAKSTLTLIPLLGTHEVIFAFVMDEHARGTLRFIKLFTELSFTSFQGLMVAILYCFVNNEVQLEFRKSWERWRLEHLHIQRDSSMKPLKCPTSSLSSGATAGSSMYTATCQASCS
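Luminescence readout: a drop in cAMP-driven luciferase signal flags inverse agonism at a constitutively active GLP-1R stably expressed in HEK293. Compound exposure lasted 24 hr at 37 deg C, 5% CO2.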
PLK1 PBD inh: blocks phosphopeptide binding to human PLK1 polo-box domain; P53350; Plk1 PBD binding of FITC phosphopeptide, fluorescence polarization; Potency, µM, for inactives: max response, negative = inhibition, hits mostly inhibitors; 360,000 compounds, 2.8% hits; note: potency is the fitted concentration of half-maximal effect; series mostly up to about 57 µM; % is set by controls: 0 for no effect and ±100 for the full control effect; nearly all actives have a fitted effect of over 65% in size
Target sequence (P53350 whole entry, looked up, the tested form may be a part): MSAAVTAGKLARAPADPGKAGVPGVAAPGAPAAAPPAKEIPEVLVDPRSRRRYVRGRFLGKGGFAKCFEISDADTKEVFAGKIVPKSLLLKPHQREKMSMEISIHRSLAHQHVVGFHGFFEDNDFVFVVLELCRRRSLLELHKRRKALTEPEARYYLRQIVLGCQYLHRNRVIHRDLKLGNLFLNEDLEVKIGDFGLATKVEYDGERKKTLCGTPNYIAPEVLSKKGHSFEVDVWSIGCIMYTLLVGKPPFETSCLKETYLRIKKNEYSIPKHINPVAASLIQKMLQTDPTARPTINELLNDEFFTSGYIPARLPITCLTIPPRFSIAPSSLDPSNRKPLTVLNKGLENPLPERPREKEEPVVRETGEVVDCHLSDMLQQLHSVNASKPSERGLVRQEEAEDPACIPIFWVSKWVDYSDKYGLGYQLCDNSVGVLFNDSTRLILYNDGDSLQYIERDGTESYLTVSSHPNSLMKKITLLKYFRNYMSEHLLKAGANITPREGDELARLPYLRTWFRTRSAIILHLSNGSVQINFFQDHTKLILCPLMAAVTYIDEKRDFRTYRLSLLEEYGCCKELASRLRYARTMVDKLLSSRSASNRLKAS
GLP1R ag: agonists of human GLP-1 receptor. P43220. HEK293 GLP-1R CRE-luciferase, luminescence, 4-6 h; cells express a hypersensitive GLP-1R form. Potency, µM (doses to about 45.6 µM), inactives show at the highest dose activation, hits mostly activators. 380,000 compounds, 0.007% hits; note: potency is the fitted concentration of half-maximal effect; % of control where 0% means no effect
GLP1R cytotox: cytotoxicity in counter-screen for GLP-1R inverse agonists | AID 624418 | 410,000 compounds, 0.13% hits | HEK293 cAMP-luciferase reporter cells, luminescence, 24 h | Potency, µM (series often up to 38.3 µM), for the others: top-dose activity change, negative = inhibition, actives largely listed as inhibitors;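 note: loss of luciferase light is scored as toxicity; potency is the fitted concentration of half-maximal effect; % is set by controls: 0 for no effect and ±100 for the full control effect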
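A 23 nL compound transfer followed 12 hours of cell culture at 37 deg C; exposure then lasted 24 hr. Luciferase assay detection reagent was dispensed and plates read for luminescence after a 12 min room-temperature wait.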
IL-2 act: activates IL-2 in a cell-based reporter assay; IL-2 activation reporter assay, cell-based qHTS; stimulated with anti-CD3/CD4/CD28 beads; in transgenic mouse T cells; activation, % (series mostly up to about 46 µM); 360,000 compounds, 0.065% hits; in the data active = activation above about 50%; inconclusive = mostly about 30% to 49%; note: 0% is about no effect
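First, unstimulated transgenic mouse T cells were exposed to compound for 60 min. Next, anti-CD3/anti-CD4-coated beads with anti-CD28 were added. Finally, after 18 h at 37 degrees C, EGFP and DsRed were imaged.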
The depositor's hits bear a star; ? = inconclusive; nt = no result given; & = joins results of further samples; [ ] = remark or other dose. Unless noted, calls come from the whole dose curve; as a rule, active = well fitted curve in the direction sought with a large enough effect; inconclusive = small, poorly fitted or top-dose-only effect, or another doubt; inactive = no such curve, though single readings can be large; an effect the other way counts as inactive or inconclusive. Random draw from the library; overall some 7.8% were active at least once.

SMILES	PI5P4K alpha inh	D3 antag	D3 ag	WRN inhibitor	GLP1R inv ag	PLK1 PBD inh	GLP1R ag	GLP1R cytotox	IL-2 act
CCCCC1(C)OC(=O)C(=Cc2c[nH]c3ccccc23)C(=O)O1 (configuration not stated)	8	-9	-1	4%	6%	3%	11%	12%	-1.2
CC1(C)CNC(=O)c2sc(NC(=O)CN3CCOCC3)nc2C1	-7	0	4	-1%	?	3%	-13%	-10%	0.4
C=CCn1c(C)cc(C(=O)COC(=O)c2cncc(Br)c2)c1C	-12	-8	3	-9%	?	-4%	-4%	2%	0.4
CC1CC(C)CN(CCCNC(=O)CC2Oc3ccccc3NC2=O)C1 (configuration not stated)	6	?	-4	-9%	-10%	-8%	2%	2%	0.4
CCOc1cc(/C=N\NC(=O)CN2CCOCC2)ccc1OCc1ccc(F)cc1	6	-7	-19	4%	-17%	-7%	7%	0%	-2.6
Cc1cc2nnc(SCC(=O)NCc3cccs3)n2c2ccccc12	-1	5	3	-8%	4%	-3%	6%	1%	0.1
COc1ccc(OCCSc2nc(N)cc(N)n2)cc1	6	-19	-11	3%	99%[activator]	-10%	27%	8%	-1.0
O=C(CN1CCC(n2nnc3cc(C(F)(F)F)ccc32)CC1)NNC(=O)c1ccco1	1	-2	-1	3%	-2%	-28%	-3%	4%	1.2
Cc1ccc(CNS(=O)(=O)c2ccc(-c3cnc(C4CC4)o3)cc2)cc1	0	2	8&9	-4%	7%&7%	-8%	29%	-2%&-8%	1.0
O=C1CC2(CCCCC2)Oc2ccc(O)cc21	nt	-8	3	-8%	0%	-2%	19%	4%	-1.4
NS(=O)(=O)c1ccc(NC(=O)COC(=O)c2cccc(S(=O)(=O)N3CCCC3)c2)cc1	0	12	2	-5%	-5%	-1%	2%	-17%	-2.1
O=C(CN1C(=O)CSCC1=O)NCc1ccc(F)cc1	-3	7	2	-9%	-2%	-4%	4%	2%	-1.5
CCc1ccc(N2CC(C(=O)OCC(=O)NNC(=O)c3ccccc3)CC2=O)cc1 (configuration not stated)	6	6	12	-1%	3%	-4%	-2%	11%	-0.5
COc1ccccc1CNC(=O)COC(=O)c1ccc2c(=O)n3c(nc2c1)CCCCC3	-1	11	-4	-11%	3%	-5%	-8%	-1%	-0.2
Cc1cc(NC(=O)CSc2ncnc3c2cnn3-c2cccc(Cl)c2)no1	4	-17	-25	-12%	11%	-10%	3%	-3%	-1.3
O=C(N/C(=C\c1ccco1)C(=O)N1CCCC(CO)C1)c1ccccc1 (configuration not stated)	2	10	0	-5%	21%	-1%	1%	-3%	-0.9
Cc1ccc(-n2ncc3c2CCCC3NC(=O)c2ccccc2N2CCOCC2)cc1C (configuration not stated)	-2	-28	1	-19%	?	-2%	-3%	0%	-3.4
CCOc1ccc(C(=O)NCC(=O)N2CCC3CCCCC3C2)cc1OCC (configuration not stated)	9	-3	-12	-5%	?	-1%	1%	17%	0.6
COC(=O)c1ccccc1Nc1cc(C)nc2nc(C)nn12	-6	16	5	-6%	11%	21µM*	0%	1%	1.4
OC(c1cccnc1)c1nc(-c2ccc3c(c2)OCO3)cs1 (configuration not stated)	-1	22	5	6%	11%	4%	13%	2%	-0.3
O=C(O)c1ccc(NS(=O)(=O)c2ccc(Cl)c(C(=O)Nc3ccccc3[N+](=O)[O-])c2)cc1	-1	-4	6	-10%	-8%	-9%	2%	-7%	-0.6
COc1ccc2nc(/N=C\N(C)C)sc2c1	-3	?	-9	5%	15%	-15%	-4%	-4%	1.4
COc1ccccc1C/C(N)=N/OC(=O)c1cccc([N+](=O)[O-])c1C	2	14	1	-4%	-13%	3%	1%	?	1.9
Cc1cc(=O)oc2cc(NC(=O)C(C)N3C(=O)C4CCCCC4C3=O)ccc12 (configuration not stated)	-7	20	0	-17%	12%	-2%	1%	13%	0.6
Cc1cc(C)c2nc(SC(C)C#N)cc(C)c2c1 (configuration not stated)	21	41	4	1%	-11%	-6%	-2%	3%	0.3
Cc1ccc(S(=O)(=O)N(C)c2ccc(C(=O)N3CCC(C(N)=O)CC3)cc2)cc1	-4	43	-11	0%	?	-8%	6%	1%	0.4
CCn1nc(C(=O)Nc2cccc(S(=O)(=O)N3CCCC3)c2)c2ccccc2c1=O	0	7	7	-2%	34%[activator]	2%	21%	-22%	1.3
COc1cccc(CNC(=O)C2CCCN(S(=O)(=O)c3cnc[nH]3)C2)c1 (configuration not stated)	1	0	-13	3%	1%	-17%	-3%	-6%	-3.9
CCn1c(=O)cc(SCC(=O)N2CCCCC2)c2ccccc21	nt	-2	-9	-2%	-7%	-14%	24%	6%	-1.3
Cc1ccc2c(CN3CCN(S(=O)(=O)/C=C/c4ccccc4)CC3)cc(=O)oc2c1	-7	-4	-5	6%	-16%	-7%	-4%	11%	-3.8
O=S(=O)(c1ccc(Br)cc1)N1CCC(c2nc3ccccc3[nH]2)CC1	1	6	1	4%	-26%	-4%	8%	-7%	0.0
CCOC(=O)N1CCN(CCC(=O)Nc2ccc(Br)cc2)CC1	-1	?	-8	-3%	-3%	-10%	-9%	-1%	-2.8
COC(=O)c1ccccc1-n1c(CCC(=O)O)ccc1-c1ccccc1	0	-20	-5&-30	-3%	-5%&-10%	-5%	-3%	10%&-12%	-2.6
COc1ccccc1C(=O)Nc1ccc2oc(-c3ccc(F)cc3)nc2c1	nt	15	0	-34%	4%	-9%	3%	3%	-1.8
NC(=O)CN1C(=O)C(=O)N(Cc2cccc(C(F)(F)F)c2)C1=O	0	1	1	2%	1%	2%	-1%	0%	-0.5
C=CCC[C@@H](Cc1ccc(F)cc1)C(=O)OCCNC(=O)[C@@H](CC=C)CC(=O)N[C@H](CO)Cc1ccccc1	1	?	3	-1%	-10%	-10%	-4%	11%	-4.1
COc1ccccc1N1C(=O)[C@@H]2C(C(=O)CN3C(=O)c4ccccc4C3=O)=NN[C@@H]2C1=O	3	10	11	-11%	1%	2%	-3%	2%	0.5
COc1ccc(NC(=O)c2ccc(Br)o2)c([N+](=O)[O-])c1	-5	6	0	1%	15%	-8%	-1%	4%	0.4
CCOC(=O)CC(=O)c1cc(OC)c(OC)c(OC)c1	-1	-10	5	8%	5%	0%	8%	6%	-4.4
COc1ccc(OCCNC(=O)C(Cc2c[nH]c3ccccc23)NC(C)=O)cc1 (configuration not stated)	1	-20	3	9%	-7%	-14%	0%	0%	-0.4
CCOC(=O)c1c(C)oc2c1c1c(c3ccccc32)OCN(CCCC(=O)O)C1	-15	-2	-3	-9%	0%	11µM*	11%	-13%	-1.6
Cc1ccc(NC(=O)c2ncn[nH]2)cc1	1	7	1	1%[57.1 µM]	11%	4%	-1%	0%	-1.7
CC(C)N1CCC(C)(C(=O)Nc2cccc3c2CCCC3)C1 (configuration not stated)	2	23	7	0%	-24%	0%	-7%	4%	1.7
O=C(Nc1ccccc1)c1cc([N+](=O)[O-])ccc1NC1CCCCC1	0	-12	12	-6%	2%	-8%	9%	5%	-5.7
Cc1ccccc1-n1c(=O)cc(N2CCN(C(=O)c3ccco3)CC2)[nH]c1=O	-17	-2	5	0%	3%	-26%	2%	4%	0.0
O=C(N/C(=C\c1ccccc1)C(=O)N1CCOCC1)c1cccc(Br)c1	9	-14	-26	-21%	?	1%	8%	16%	-2.4
CCOC(=O)CSc1nc2c(sc(=S)n2-c2ccccc2OC)c(=O)n1Cc1ccco1	nt	-26	4	-3%	?	?	1%	10%	-2.0
COc1cc(C)c(S(=O)(=O)N2CCOCC2)cc1C(C)C	nt	-88*	3	-7%	-6%	-1%	-1%	-1%	-1.3

3 compounds picked at random from those above:
SMILES	PI5P4K alpha inh	D3 antag	D3 ag	WRN inhibitor	GLP1R inv ag	PLK1 PBD inh	GLP1R ag	GLP1R cytotox	IL-2 act
COc1cc(C)c(S(=O)(=O)N2CCOCC2)cc1C(C)C	nt	-88*	3	-7%	-6%	-1%	-1%	-1%	-1.3
CCOC(=O)c1c(C)oc2c1c1c(c3ccccc32)OCN(CCCC(=O)O)C1	-15	-2	-3	-9%	0%	11µM*	11%	-13%	-1.6
O=C(Nc1ccccc1)c1cc([N+](=O)[O-])ccc1NC1CCCCC1	0	-12	12	-6%	2%	-8%	9%	5%	-5.7

Remaining list, next part:
SMILES	PI5P4K alpha inh	D3 antag	D3 ag	WRN inhibitor	GLP1R inv ag	PLK1 PBD inh	GLP1R ag	GLP1R cytotox	IL-2 act
O=[N+]([O-])c1ccc(S(=O)(=O)Nc2ccc3c(c2)OCCO3)cc1	-6	-12	-1	-2%	5%	24µM*	-1%	4%	-0.7
Cc1ccccc1NC(=O)C(=O)NC(C)CCc1ccccc1 (configuration not stated)	2	7	2	4%	-24%	0%	9%	-6%	0.1
O=C(CSc1cccc[n+]1[O-])Nc1ccccc1Oc1ccccc1	-11	?	-10	-3%	?	30µM*	3%	0.79µM*	-0.8
O=c1c(/C=C(\O)c2ccc(F)cc2)nc2ccccc2n1-c1ccccc1	-5	0	11	?	-1%	1%	-2%	62%[activator]	0.9
Nc1nc(SCC(=O)Nc2cc(C(F)(F)F)ccc2N2CCOCC2)n[nH]1	-2	2	2	-12%	22%	-9%	9%	10%	-2.4
Cc1cc(OCC(=O)Nc2ccc3oc(-c4ccncc4)nc3c2)ccc1Cl	-3	16	3	8%	0%	1%	0%	-3%	-1.1
CCOC(=O)[C@]12CCC=C1N(Cc1ccc3c(c1)OCO3)C(=O)[C@H](CC(=O)NCCCOC)C2	-5	-13	-1	5%	24%	-1%	-4%	-1%	-0.3
COc1ccc(/C=C/c2cc(=O)c3cc(Cl)ccc3o2)cc1	3	8	4	-20%	7%	-6%	6%	190%[activator]	1.5
CCOc1c(Cl)cc(CNCC(C)C)cc1OC	nt	18	-15	12%	11%	-8%	-10%	3%	-1.3
O=C(NCc1ccccc1)C(c1ccccc1F)N(CC1CCCO1)C(=O)c1ccccn1 (configuration not stated)	5	2	10	-1%	8%	-3%	0%	-1%	-2.3
